# Screening data deposited in PubChem BioAssay by Broad Institute.
# DENV2 CPE: protects cells from dengue virus 2 cytopathic effect; CPE inhibition, % at 9.99 µM; DENV2-infected cells, cytopathic effect rescue, plate reader; 1.7% of 350,000 active; in the data active = CPE inhibition above about 20%, passing the limit was not always enough; inconclusive = no clear call, values can overlap the other calls; tested in BHK-21 cells;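 also: 0% = median of neutral control wells and 100% = median of positive control wells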
# LGR2 antag: blocks bursicon-induced cAMP signaling via Drosophila LGR2 | HEK293 LGR2, CRE-luciferase, bursicon-stimulated, 4 h | inhibition, % at 9.99 µM | 0.35% of 380,000 active;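 active = drop in luminescence signal, shown as inhibition above about 50% in the replicate tests, limit read from the data, passing the limit was not always enough; inconclusive = probably only some replicates passing the limit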;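 also: agonist challenge used bursicon conditioned medium at about half maximal strength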
# EWS-Fli block: blocks EWS/Fli oncoprotein-driven transcription; 0.67% of 350,000 active; inhibition, % at 12.6 µM; A673 NR0B1-luciferase reporter, viability-normalised;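 active = mean inhibition of at least 50% after viability correction, with every replicate also passing that limit; inconclusive = mean reaches 50% but only one of two replicates passes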;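 also: firefly luciferase signal divided by Alamar Blue viability fluorescence both relative to DMSO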
# PAX8 inh HTS: PAX8 transcriptional activity inhibition. 1.2% of 360,000 active. RMG-I TPO-luciferase reporter, SteadyGlo, 24 h. inhibition, % at 12.6 µM;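 active = mean replicate inhibition at least 60% with every replicate also reaching 60%; inconclusive = only one of the two criteria is met; inactive = mean below 60% and not all replicates reaching 60%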;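 also: luciferase light reporting Pax8 driven TPO promoter activity; plate controls were median of neutral control wells for no effect and mitoxantrone controls for full effect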
# SIRT5 block: sirtuin-5 (human) deacylase inhibition | Q9NXA8 | inhibition, % at 15 µM | 1.1% of 330,000 active | Purified SirT5, succinyl-peptide AMC, trypsin-coupled fluorescence; in the data active = inhibition above about 15%; inconclusive = no clear call, values can overlap the other calls
# Target sequence (Q9NXA8 whole entry, looked up): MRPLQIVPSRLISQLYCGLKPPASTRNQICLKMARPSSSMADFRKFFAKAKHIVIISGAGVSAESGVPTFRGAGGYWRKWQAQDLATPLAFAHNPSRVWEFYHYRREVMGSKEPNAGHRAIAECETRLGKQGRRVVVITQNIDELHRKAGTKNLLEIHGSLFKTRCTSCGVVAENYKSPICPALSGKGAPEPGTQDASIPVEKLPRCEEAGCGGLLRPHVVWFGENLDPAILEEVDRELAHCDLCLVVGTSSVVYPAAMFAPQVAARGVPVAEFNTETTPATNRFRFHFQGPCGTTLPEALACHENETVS
# Casp6 inh: caspase-6 (human) enzyme inhibition | 0.53% of 350,000 active | purified caspase-6, Z-VEID-R110 cleavage fluorescence | AID 686996 | P55212 | inhibition, % at 12.5 µM;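 active = mean inhibition across replicates at least about 35%, with every replicate also reaching that limit, limit read from the data; inconclusive = only one of the two criteria met; inactive = neither criterion met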;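 also: 0% = median of neutral control wells and 100% = no fluorescence left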
# Target sequence (P55212 24-179 limits assumed): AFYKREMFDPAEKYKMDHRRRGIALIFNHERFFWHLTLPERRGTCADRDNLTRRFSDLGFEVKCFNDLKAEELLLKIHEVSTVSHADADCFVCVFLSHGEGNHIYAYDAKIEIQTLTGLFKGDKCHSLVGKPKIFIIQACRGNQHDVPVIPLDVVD
# Target sequence (P55212 194-293 limits assumed): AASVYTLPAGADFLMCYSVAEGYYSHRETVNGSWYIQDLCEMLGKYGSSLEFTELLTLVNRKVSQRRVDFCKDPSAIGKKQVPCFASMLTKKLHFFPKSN
# ARNT-TACC3 inh: ARNT/TACC3 interaction disruption; Q9Y6A5; AlphaScreen His-ARNT PAS-B/GST-TACC3 binding, luminescence; TACC3 fragment carries E629A point mutation; inhibition, % at 9.99 µM; 0.66% of 390,000 active; AID 623870;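 active = mean inhibition of replicates at least 50% and at least half of replicates each reaching 50%; inconclusive = half or more replicates reach 50% but mean below 50%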;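 also: 0% = complete ARNT plus TACC3 wells and 100% = ARNT alone without TACC3; many hits fall short of the cut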
# Numbers without * were called inactive; ? = inconclusive; . = not tested or not shown.
SMILES,DENV2 CPE,LGR2 antag,EWS-Fli block,PAX8 inh HTS,SIRT5 block,Casp6 inh,ARNT-TACC3 inh
CCn1c(=O)n(CC)c2cc(NC(=O)C(C)c3ccccc3)c(Br)cc21 (configuration not stated),5,11,-5,0,1,1,-13
COc1ccccc1N1CCN(Cc2cc(=O)c(OCC#N)co2)CC1,-5,-6,.,-2,-1,0,-3
N#Cc1ccc(-c2ccc3c(c2)[C@H]2[C@H](CCN2C(=O)Cc2ccccc2)[C@H](CO)N3)cc1,-13,3,15,-1,1,1,6
CN1C(=O)N(C)C2(c3ccccc3)N(C(C)(C)C)C(=O)NC12c1ccccc1 (configuration not stated),-1,-4,3,5,2,1,-8
COc1ccc(C2N(C(=O)c3ccccc3)CCN2C(=O)c2ccc(C)cc2)cc1 (configuration not stated),2,6,3,.,2,.,-5
Cc1occc1C(=O)Nc1cccc([N+](=O)[O-])c1,.,-7,.,-3,.,.,3
C/C(=N\NC(=O)c1c(C)nc2ccccn12)c1ccccc1F,8,-10,-7,9,-1,-8,0
O=C(NCc1cccnc1)c1csc2c1CCCC2,.,2,.,-14,.,.,-10
O=C1NC(c2ccccc2)C(c2ccccc2)N1 (configuration not stated),-8,3,3,-30,-3,-4,3
O=C(C[C@@H]1CC[C@@H](NC(=O)c2cccnc2)[C@@H](CO)O1)NCc1ccncn1,-6,-13,5,-8,-4,1,-15
Cc1cc(C)n(C(=O)CNC(=O)c2ccccc2F)n1,0,-2,-1,-35,-4,0,2
O=C1NC(=O)C2C1C(c1cccs1)NN2Cc1ccccc1 (configuration not stated),-8,-22,0,7,-1,2,0
Cc1ccc(-c2ccc3c(c2)O[C@@H](CN(C)C(=O)Nc2ccc(C(F)(F)F)cc2)[C@H](C)CN([C@H](C)CO)S3(=O)=O)cc1,?,7,25,.,1,3,-2
O=C(O)c1ccccc1C(=O)Nc1ccc(Oc2ccc3ccccc3c2)cc1,8,-81,58*,-46,4,-2,-8
Cn1nccc1C(=O)OCC(=O)Nc1cccc(Cl)c1,-5,9,-1,12,2,1,-1
CN1CCN(Cc2nc(Cc3ccccc3)no2)CC1c1ccccc1 (configuration not stated),?,2,1,-6,0,-3,8
CCCCNC(=O)c1c(N)[nH]c(C(=O)c2ccccc2)c1-c1ccc(Cl)cc1,3,-12,3,-21,-7,0,.
CCc1nc(C)cn1S(=O)(=O)c1ccc(Br)cc1,5,-14,-4,13,9,0,-4
O=C(CNCc1cccs1)Nc1ccc(S(=O)(=O)N2CCCCC2)cc1,-6,12,-4,4,4,-3,3
COc1cc(-c2nc(-c3cccnc3)no2)cc(OC)c1OC,.,-2,.,-7,.,.,-3
O=C(N/N=C/c1ccc[nH]1)c1ccc(Cl)cc1,-2,-14,49,-62,0,2,-4
CCCCCCCNC(=O)C1(CC2CC(c3cccc(Br)c3)=NO2)CCN(C(=O)OC(C)(C)C)CC1 (configuration not stated),4,-7,-23,4,.,1,20
CC(=O)N1CCN(C(=O)c2ccc(S(=O)(=O)Nc3ccccc3F)cc2)CC1,-3,-5,1,-4,-19,0,-11
C[C@@H]1CN([C@H](C)CO)C(=O)c2c(c3ccccc3n2C)-c2ccccc2CO[C@H]1CN(C)Cc1cccc(F)c1,-16,5,-3,15,3,1,.
O=C(CSc1nc2ccccc2s1)NCc1ccc2c(c1)OCO2,.,-9,.,12,.,.,-8
O=C(CNC(=O)c1ccccc1Cl)Nc1ccncc1,4,20,-9,-3,-1,-1,.
O=C(C[C@@H]1CC[C@@H]2[C@H](COC[C@@H](O)CN2Cc2ccccc2F)O1)N1CCc2ccccc2C1,-6,-11,-1,-33,1,-2,10
O=C(Nc1ccnn1C1CCN(Cc2cccc(OCCO)c2)CC1)c1cccc(F)c1,-2,1,4,.,-1,-4,-3
CC(C)(C)OC(=O)N[C@@H](COCc1ccccc1)C(=O)N[C@@H](CO)[C@H](O)[C@@H]1C[C@@H]1C(=O)NC1CC1,-12,-8,2,-20,-5,-2,.
COCCOc1ccc(C(F)(F)F)cc1NC(=O)c1ccccc1F,.,0,.,10,.,.,-7
CO[C@@H]1CN(C)C(=O)c2cc(NC(=O)C3CC3)ccc2OC[C@@H](C)N(C(=O)c2cccnc2)C[C@@H]1C,-2,1,-4,.,-3,-3,11
CCOC(=O)c1c(C)[nH]c(C(=O)NCCc2ccc(OC)c(OC)c2)c1C,-2,-7,-6,-16,-3,-1,1
O=C(NCC1CCN(C(=O)c2ccc([N+](=O)[O-])cc2)CC1)C(=O)Nc1ccccc1,4,-8,-17,-22,1,-2,0
O=C(COC(=O)C1CC(O)CN1S(=O)(=O)c1ccccc1[N+](=O)[O-])c1ccc[nH]1 (configuration not stated),-2,4,-2,1,9,0,5
CCSc1nc2ccccc2n1CC(=O)O,-2,-32,-7,-15,-1,2,-7
CCCCC(=O)Nc1ccc(NC(=S)NC(=O)CC(C)C)cc1OC,.,2,.,-8,.,.,-4
CCn1c(=N)n(CC(=O)C(C)(C)C)c2ccccc21,.,-3,11,.,-7,-2,3
Cc1cccc(-c2nc(CS(=O)CC(=O)NC3CCCC(C)C3C)c(C)o2)c1 (configuration not stated),15,2,7,-37,0,0,-8
CC1C=CCC2C(=O)N(c3ccccc3OC(=O)c3cccs3)C(=O)C12 (configuration not stated),-4,11,-5,8,-2,-1,-4
O=C(C#Cc1ccccc1)NCc1ccccc1F,2,-5,-24,-19,-4,1,20

# Rewritten as tab-separated lines: 12 of the compounds above.
SMILES	DENV2 CPE	LGR2 antag	EWS-Fli block	PAX8 inh HTS	SIRT5 block	Casp6 inh	ARNT-TACC3 inh
O=C(Nc1ccnn1C1CCN(Cc2cccc(OCCO)c2)CC1)c1cccc(F)c1	-2	1	4	.	-1	-4	-3
CC(C)(C)OC(=O)N[C@@H](COCc1ccccc1)C(=O)N[C@@H](CO)[C@H](O)[C@@H]1C[C@@H]1C(=O)NC1CC1	-12	-8	2	-20	-5	-2	.
COCCOc1ccc(C(F)(F)F)cc1NC(=O)c1ccccc1F	.	0	.	10	.	.	-7
CO[C@@H]1CN(C)C(=O)c2cc(NC(=O)C3CC3)ccc2OC[C@@H](C)N(C(=O)c2cccnc2)C[C@@H]1C	-2	1	-4	.	-3	-3	11
CCOC(=O)c1c(C)[nH]c(C(=O)NCCc2ccc(OC)c(OC)c2)c1C	-2	-7	-6	-16	-3	-1	1
O=C(NCC1CCN(C(=O)c2ccc([N+](=O)[O-])cc2)CC1)C(=O)Nc1ccccc1	4	-8	-17	-22	1	-2	0
O=C(COC(=O)C1CC(O)CN1S(=O)(=O)c1ccccc1[N+](=O)[O-])c1ccc[nH]1 (configuration not stated)	-2	4	-2	1	9	0	5
CCSc1nc2ccccc2n1CC(=O)O	-2	-32	-7	-15	-1	2	-7
CCCCC(=O)Nc1ccc(NC(=S)NC(=O)CC(C)C)cc1OC	.	2	.	-8	.	.	-4
CCn1c(=N)n(CC(=O)C(C)(C)C)c2ccccc21	.	-3	11	.	-7	-2	3
Cc1cccc(-c2nc(CS(=O)CC(=O)NC3CCCC(C)C3C)c(C)o2)c1 (configuration not stated)	15	2	7	-37	0	0	-8
CC1C=CCC2C(=O)N(c3ccccc3OC(=O)c3cccs3)C(=O)C12 (configuration not stated)	-4	11	-5	8	-2	-1	-4

# Additional compounds follow.
SMILES,DENV2 CPE,LGR2 antag,EWS-Fli block,PAX8 inh HTS,SIRT5 block,Casp6 inh,ARNT-TACC3 inh
COc1ccc(C#Cc2ccc3c(c2)O[C@@H](CN(C)C)[C@@H](C)CN([C@H](C)CO)S3(=O)=O)cc1,31,-2,4,.,-7,0,9
CC(NCC(=O)Nc1ccccc1C(=O)NC1CC1)c1cccc(C(F)(F)F)c1 (configuration not stated),7,6,5,9,2,1,-2
COc1ccc(CN(C)S(=O)(=O)c2nnc(NC(=O)c3cccc(C)c3)s2)cc1OC,9,2,7,2,3,0,-3
CCN1CCN(S(=O)(=O)c2ccc3[nH]c(=O)oc3c2)CC1,2,19,1,13,-1,-2,-8
NS(=O)(=O)c1ccc(N=Nc2ccc(O)c3ncccc23)cc1,0,7,24,60,3,51*,.
O=C(Nc1cccc(-n2cccn2)c1)C1CCCN(Cc2ccc(C#CCCO)cc2)C1 (configuration not stated),16,-12,.,27,-1,1,-23
COCC(=O)Nc1ccc2c(c1)[C@H]1C[C@H](CC(=O)N[C@H](C)c3ccccc3)O[C@@H](CO)[C@H]1O2,15,-28,-16,-12,-2,3,-14
CC(=O)Nc1ccccc1-c1nc2ccccc2nc1OCC(=O)c1ccc(Cl)cc1,.,-12,.,-5,.,.,-4
Cc1c(CC(=O)NCCCC(=O)O)c(=O)oc2cc3c(cc12)CCC(C)(C)O3,1,1,66*,25,-41,2,-6
O=C(NC1CCCCC1)C(c1ccc(F)cc1)N(CCN1CCOCC1)C(=O)c1ccc(-c2ccccc2)[nH]1 (configuration not stated),2,17,13,2,8,0,0
CCC(=O)N(C)C[C@@H]1Oc2ncc(-c3ccc(C(=O)N(C)C)cc3)cc2C(=O)N([C@@H](C)CO)C[C@H]1C,8,-5,-6,.,6,-1,-1
C=CCNC(=O)C1CC2Cn3c(nc4cc5ccccc5cc43)C2N1C (configuration not stated),-1,-18,-37,-33,-8,-2,-1
COCCNC(=O)C[C@H]1C[C@@H]2c3cc(NC(=O)c4cccnc4)ccc3O[C@@H]2[C@@H](CO)O1,-5,-5,0,-12,-2,0,-4
CCN(CC)c1ccc(CNc2nc3ccccc3n2CCN2CCCCC2)cc1,-1,47,29,16,-5,-5,20
CC(=O)NCCc1ccc(S(=O)(=O)Nc2ccc(NC(=O)c3ccc(F)cc3)cc2)cc1,-4,15,9,9,9,-3,-2
Cc1cc(SCC(=O)Nc2cccc(S(=O)(=O)NC3=NCCCCC3)c2)c(C)cc1Br,.,23,0,-6,.,.,-1
COc1ccc(S(=O)(=O)N2CC(C)N(C(=O)N3CCOCC3)C2)cc1 (configuration not stated),6,6,-4,5,-12,-5,-3
CC(C)NC(=O)Nc1ccc2c(c1)C(=O)N([C@H](C)CO)C[C@@H](C)[C@H](CN(C)Cc1ccc3c(c1)OCO3)OCCCC[C@H](C)O2,-12,-8,2,0,.,.,6
CCOC(=O)c1cnc(N2CCN(C(=O)OCC)CC2)[nH]c1=O,2,-11,-16,-4,-4,1,-8
Cc1ccc(-c2csc(NC(=O)C3CSC4(C)CCC(=O)N34)n2)cc1 (configuration not stated),3,8,-8,-19,7,0,-13
CCOc1ccccc1-c1noc(CCC(=O)NC2CCCCC2)n1,-3,-9,-2,15,8,1,-5
COc1cc(/C=N/O)cc(Br)c1OC,.,-2,.,-10,.,.,-4
Fc1cccc(F)c1-n1c(CN2CCCC2)csc1=S,-11,3,20,40,-1,-1,-2
CCOc1ccc(OCC(=O)OCC(=O)Nc2ccc3[nH]c(=O)[nH]c3c2)cc1,?,11,-2,7,-2,5,.
CC(=O)N(C)C[C@@H]1Oc2cc(C#C[C@@H](C)O)ccc2S(=O)(=O)N([C@@H](C)CO)C[C@@H]1C,5,2,-22,8,3,12,-7
CCOC(=O)C(=O)NC(C)c1ccccc1 (configuration not stated),7,11,-5,-2,-2,2,0
NCCCCC(=O)O,?,-8,2,-2,-4,0,-6
C[C@H](CO)N1C[C@H](C)[C@H](CN(C)Cc2ccc3c(c2)OCO3)OCCCC[C@H](C)Oc2ccc(NC(=O)Nc3ccc(C(F)(F)F)cc3)cc2C1=O,-30,10,76*,108*,-9,2,46*
CC1CCc2sc(NC(=O)c3ccc(N4C(=O)CCC4=O)cc3)c(C(N)=O)c2C1 (configuration not stated),-1,0,0,-2,5,4,-2
